# High-throughput results deposited in PubChem BioAssay by several laboratories.
# PrPC TRFRET = reduces human prion protein on the cell surface; cell surface PrPC, TR-FRET read-out; 0.43% of 370,000 active; AID 720596; inhibition, % at 13.8 µM; in the data active = inhibition above about 24%; also: 0% = median of the test wells and 100% = reference compound wells
# Y pestis TopoI = inhibitors of Yersinia pestis topoisomerase I. Y. pestis Topo-I cleavage product accumulation, plate reader. activity, % at 10 µM. 0.064% of 360,000 active. AID 504884; in the data active = activity above about 50%, passing the limit was not always enough; also: inactives centre near 2
# SARS 3CLpro inh = SARS-CoV 3CLpro protease inhibition; P0C6X7; recombinant SARS-CoV 3CLpro, quenched FRET peptide cleavage; inhibition, % at 6 µM; 0.14% of 290,000 active; AID 1706; in the data active = inhibition above about 12%
# TcdB GH inh = blocks C. difficile toxin B glycohydrolase activity | inhibition, % at 9.99 µM | 0.24% of 350,000 active | P18177 | TcdB glycohydrolase enzymatic assay, plate reader; in the data active = inhibition above about 10%
# CCHF vOTU inh = CCHFV vOTU protease inhibition; Pep-AMC fluorescence; AID 651958; inhibition, % at 11.5 µM; 0.55% of 370,000 active; in the data active = inhibition above about 30%; also: 0% = vehicle wells with enzyme and 100% = no enzyme wells
# VHR inh abs = DUSP3 (human) phosphatase inhibition; P51452; recombinant VHR phosphatase, pNPP absorbance; inhibition, % at 13.3 µM; 0.52% of 290,000 active; in the data active = inhibition above about 50%; also: some compounds called inactive have numbers as strong as hits
# MazEF act = MazEF (E. coli) toxin RNase activation | 0.32% of 350,000 active | activation, % at 20 µM | P0AE70 | FAM/BHQ RNA-DNA oligo cleavage fluorescence, 5 h; in the data active = activation above about 50%
# PriA SSB inh = blocks PriA binding to SSB C-terminal tail; AlphaScreen SSBct-PriA binding, biotinylated peptide; inhibition, % at 33 µM; 0.6% of 430,000 active; AID 1272365; in the data active = inhibition mostly above about 37%, no sharp cut-off; inactive = mostly below about 20%;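 also: plate controls were negative control peptide for no effect and reference peptide for full effect; strong numbers were not always called active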
# Rv3671c inh = inhibitors of M. tuberculosis serine protease Rv3671c; P9WHR9; inhibition, % at 5.96 µM; 0.048% of 320,000 active; AID 2606; in the data active = inhibition above about 38%;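 also: extracellular domain of Rv3671c used as enzyme; 0% = enzyme with DMSO and 100% = no enzyme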
# BH1578 lux ind = quorum light induction in luxS cqsA deficient V. cholerae; V. cholerae BH1578 lux reporter, luminescence, 6 h; activation, % at 18.7 µM; 0.16% of 350,000 active; AID 588436; in the data active = activation mostly above about 9.7%, no sharp cut-off; also: not every result past the cut was called active; inactives centre near 0; reference of the scale not given here
# * hit, by the source's call; i = inactive; . = no result given; & = joins results of further samples. This is a subset; the hit share may differ from the screen's.
# Start of the listing, in advance, 3 compounds:
SMILES,PrPC TRFRET,Y pestis TopoI,SARS 3CLpro inh,TcdB GH inh,CCHF vOTU inh,VHR inh abs,MazEF act,PriA SSB inh,Rv3671c inh,BH1578 lux ind
COc1cc(OC)c2c(-c3cccc(-c4ccc(N(C)C)cc4)c3)cc(=O)oc2c1,5,18,.,0.8,14,.,-2,13,.,5.6
O=[N+]([O-])c1ccc(N2CCOCC2)cn1,-30,-3,2,1.0,-2,15,-9,-4,4,0.1
Cc1cc(C)n(-c2cc(N3CCN(S(=O)(=O)c4ccc(C)c(C)c4)CC3)ccc2[N+](=O)[O-])n1,-13,9,-3,.,-10,23,-5,-15,10,1.4

# This part in full, from the first entry:
SMILES,PrPC TRFRET,Y pestis TopoI,SARS 3CLpro inh,TcdB GH inh,CCHF vOTU inh,VHR inh abs,MazEF act,PriA SSB inh,Rv3671c inh,BH1578 lux ind
COc1cc(OC)c2c(-c3cccc(-c4ccc(N(C)C)cc4)c3)cc(=O)oc2c1,5,18,.,0.8,14,.,-2,13,.,5.6
O=[N+]([O-])c1ccc(N2CCOCC2)cn1,-30,-3,2,1.0,-2,15,-9,-4,4,0.1
Cc1cc(C)n(-c2cc(N3CCN(S(=O)(=O)c4ccc(C)c(C)c4)CC3)ccc2[N+](=O)[O-])n1,-13,9,-3,.,-10,23,-5,-15,10,1.4
COC(=O)COc1ccc2c(=O)c(-c3ccccc3OC)coc2c1,-8,-3,3,1.4,-16,31,-7,-2,-4,0.5
CC1CCN(S(=O)(=O)c2ccc(C(=O)OC(C)C(=O)N(C)C3CCCCC3)cc2)CC1 (configuration not stated),3,3,.,1.4,4,.,-1,-15,-6,i
CC1CCCN(C(=O)C2CCN(c3nc(-c4ccccc4)nc4c3CCC4)CC2)C1 (configuration not stated),2,40,-3,-0.5,1,26,7,-3,-1,1.2
CCCN1CCN(CCCNC(=O)CCN2C(=O)COc3ccccc32)CC1,-9,-3,-1,0.6,0,-5,3,-8,0,1.3
Clc1ccc(-c2nc(NCCCN3CCOCC3)c3ccccc3n2)cc1,9,-2,-3,2.3,9,0,2,8,0,-0.1
Cc1ccccc1S(=O)(=O)Cc1ccc(C(=O)NCCN2CCN(Cc3ccccc3)CC2)o1,-10,12,-3,0.2,1,6,4,-2,-1,.
Cc1ccc(C(=O)NCc2ccccn2)cc1Cl,4,-3,0,.,-17,16,6,1,1,-2.9
Cc1ccc(-n2c(C)cc(/C=N/NC(=O)CC3(C)OCCO3)c2C)c(C)c1,8,7,1,.,-7,-10,9,.,-2,i
O=C(CNC(=O)C1CCCCC1)NNC(=O)c1ccccc1Br,-7,12,4,0.9,9,0,2,0,-3,3.6
COCCNC(=O)CSc1nc2c(n1-c1ccccc1)CCCC2,2,-2,5,.,-8,.,3,-16,5,-0.3
CCOC(=O)N1CCN(CCCc2ccccc2)CC1,-8,10,-2,0.2,3,14,-2,4,-4,-0.4
CCOC(=O)CC(N)c1ccc(OC)cc1 (configuration not stated),-5,-12,-3,-5.1,26,11,-2,-10,4,i
O=C(CN1C(=O)c2ccccc2C1=O)OCCOCCN=C1NS(=O)(=O)c2ccccc21,6,-5,3,0.2,-10,11,-18,-9,1,-0.5
Cc1nn(-c2ccc(C(=O)NCC(c3ccco3)N3CCCC3)cc2)c(C)c1Cl (configuration not stated),-6,12,.,0.7,-8,.,2,8,-4,-4.6
N#Cc1cccc(NC(=O)c2cc(C3CCCCN3S(=O)(=O)c3cccc4cccnc34)on2)c1 (configuration not stated),7,-7,.,1.3,18,.,.,.,.,-0.3
Cc1ccc2[nH]c(C)c(CCNC(=O)c3cc4cc([N+](=O)[O-])ccc4oc3=O)c2c1,6,1,-2,.,9,21,10,-7,-1,-0.6
Cn1nnnc1SCc1cc(=O)[nH]c2ccccc12,1,6,1,.,-1,3,1,-21,-4,-0.8
COc1cc(CNc2ccc3c(c2)OCCO3)ccc1OCC(N)=O,4,0,0,-9.5,-1,4,8,11,2,i
O=c1c2ccccc2c(-c2ccc(F)cc2)nn1-c1ccc(C(F)(F)F)cc1,0,6,0,.,8,17,-5,-20,-5,i
CCC(C)Sc1cccc(-c2nc3cc(C)ccn3c2NC2CCCCC2)c1 (configuration not stated),17&6,18,.,-1.4&0.5,11&0,.,-20,-6,-8,i
CC(C)(C#N)Nn1cnnc1,5,5,6,.,2,1,1,-2,1,-0.6
O=C(Cc1ccc(-c2ccccc2)cc1)Nc1ccccn1,7,-6,-1,-1.4,5,33,4,-7,-13,-6.2
# Later entries:
SMILES,PrPC TRFRET,Y pestis TopoI,SARS 3CLpro inh,TcdB GH inh,CCHF vOTU inh,VHR inh abs,MazEF act,PriA SSB inh,Rv3671c inh,BH1578 lux ind
C[C@H](CO)N1C[C@H](C)[C@@H](CN(C)S(=O)(=O)c2cn(C)cn2)Oc2ccc(NC(=O)Cn3cnnn3)cc2C1=O,-3,0,.,0.0&1.5,0,.,0,-17,3,-0.7
CCOc1cccc(CNc2ccc(O)cc2)c1OCc1ccc(Cl)cc1Cl,-9,20,3,.,49*,4,9,41,0,i
Cc1ccc(C(C(=O)NC(C)(C)C)N(C(=O)CCC(=O)Nc2ccccn2)c2ccccc2F)cc1 (configuration not stated),4,23,2,-8.0,18,16,6,6,-5,-0.6
COC(=O)c1cc2c(ccn2-c2ccc(F)cc2)n1C(C)C,6,14,-4,.,-1,48,12,14,1,3.1
CC(c1ccccc1)[n+]1ccccc1 (configuration not stated),2,5,.,0.7,2,.,2,-3,-10,-0.4
CN(Cc1ccccc1)C(=O)c1nc2ccccn2c1CN1CCCC1c1nccs1 (configuration not stated),-9,22,-1,-0.9,-10,39,0,-12,8,0.0
O=c1[nH]c2cc(Cl)c([N+](=O)[O-])nc2[nH]1,3,0,1,-0.6,4,14,-9,-7,7,-0.3
CC(=O)Nc1ccc(S(=O)(=O)N[C@@H](C)C(=O)OCC(=O)NC2CCCC2)cc1,1,1,.,2.2,-6,.,3,6,4,-0.3
CCCN1C(=O)C(=O)c2cc(Cl)ccc21,-22,-3,.,2.5,-2,.,-1,-17,4,-0.5
CC(C)(COC(=O)c1ccccc1)N1CC2CCC(C1)O2,3,1,.,0.9,-11,.,1,-11,.,1.0
COc1cccc(OCCn2cc(/C=N/NC(=O)c3ccncc3)c3ccccc32)c1,6,19,3,.,-15,8,-5,.,16,-0.1
O=CN1CCN(C(C(=O)NC2CCCCC2)c2ccc(Cl)cc2)CC1 (configuration not stated),0,1,.,0.4,-3,.,1,-5,-6,-0.4
Cc1cccc(NCc2nc3ccccc3n2Cc2ccccc2)c1,7,31,5,.,24,23,-13,-8,11,-0.4
CC(=O)Nc1ccc(Sc2ncccc2C(=O)Nc2ccc(OC(F)(F)F)cc2)cn1,3,-11,0,-0.5,-6,40,-28,-14,-8,7.1
COc1ccccc1N1CCN(Cc2cc3c(cc2[N+](=O)[O-])OCO3)CC1,-8,10,-2,-1.7,-13,-19,-1,10,-5,-0.2
CC(=O)N1CCC(N(CCN2CCOCC2)C(=S)Nc2cccc(C)c2)CC1,-3,-4,-7,-0.4,-2,1,-1,-5,8,-0.3
CN(C)C(=O)c1cccc(COc2ccc(N3C(N)=NC(N)=NC3(C)C)cc2Cl)c1,-13,-2,.,1.9,0,.,9,.,.,-4.5
Cc1ccc(NC(=S)c2nc3ccccc3[nH]2)cc1,-5,-3,3,.,12,5,10,1,21,0.3
CC(C)C(=O)Nc1nnc(CCc2nnc(NC(=O)C(C)C)s2)s1,0,20,-2,.,-1,9,2,-29,0,-1.4
O=Cc1cn(CCOc2ccccc2)c2ccccc12,9,0,1,1.1,6,25,6,-18,-2,i
O=P(CCNCc1ccco1)(c1ccccc1)c1ccccc1,-2,22,10,.,-1,14,1,2,0,i
COc1ccc(N2CCN(C(=O)c3cccc(NC(=O)c4ccco4)c3)CC2)cc1,-2,2,-1,0.1,2,7,-2,1,3,-7.7
Cc1ccc(-c2n[nH]c(=S)n2/N=C/c2c(C)[nH]n(-c3ccccc3)c2=O)cc1,2,-13,2,1.5,-2,32,7,.,-19,-2.1
O=C(CSc1n[nH]c(-c2cccnc2)n1)Nc1ccccc1,0,-8,-1,.,6,-5,3,-9,1,i
CCCN(CCC)C(=O)Cn1c(=O)n(CCCCC(=O)NC2CCCC2)c(=O)c2ccccc21,-2,12,-1,.,8,9,-4,-20,4,i
# (further entries)
SMILES,PrPC TRFRET,Y pestis TopoI,SARS 3CLpro inh,TcdB GH inh,CCHF vOTU inh,VHR inh abs,MazEF act,PriA SSB inh,Rv3671c inh,BH1578 lux ind
COc1ccc(CNCc2c(C(=O)N(C)C)nc3ccc(Cl)cn23)c(OC)c1,1,6,-4,-0.6,2,-6,3,2,-6,-0.3
CCOc1ccc(Nc2ncnc(N)n2)cc1,2,5,-4,0.2,6,24,8,-1,-10,-0.4
NC(=O)COc1ccc(-n2cnnn2)cc1,0,-4,5,-2.4,1,38,11,0,-5,1.0
COc1ccc(N2CCN(C(=O)c3cccc(Br)c3)CC2)c([N+](=O)[O-])c1,-8,-4,5,-1.2,18,9,-3,34,0,i
Cn1c2ccccc2n2c(=O)c(=O)n(CC(=O)c3ccc(F)cc3)nc12,6,-3,-1,.,2,25,-21,-5,-3,0.9
CC(C)C[C@H](NC(=O)c1[nH]cnc1C(=O)Nc1ccc(CNC(=O)OC(C)(C)C)cc1)C(=O)OC(C)(C)C,3,8,.,-0.6,26,-9,1,-9,-32,-0.7
CCN(CC)C(=O)[C@H]1C[C@H](CC(=O)NCCc2ccccn2)C(=O)N2CCc3c([nH]c4cc(-c5ccco5)ccc34)[C@]12C,9,23,.,1.3,-33,.,2,-8,.,i
O=C1N(O)C2(C=CCCC2)/C(=N\O)C12CCCCC2 (configuration not stated),10,-1,-9,.,6,22,1,.,-6,i
CC(=O)c1cccc(CN2CCN(C(C)C)C(CCO)C2)c1 (configuration not stated),4,-3,-4,1.1,2,3,4,-19,-3,-0.3
OC(c1ccc2ccccc2c1)c1ncc(-c2cccc3ccccc23)[nH]1 (configuration not stated),-3,15,.,-0.1,-3,.,.,.,.,i
CN(CC(=O)Nc1ccc(F)cc1)C(=O)C1Cc2ccccc2CN1S(C)(=O)=O (configuration not stated),5,-3,.,3.2,9,.,0,-5,.,i
CC(=O)C1C(=O)NC23CCCCC2C1c1ccccc1O3 (configuration not stated),3,3,-4,.,-7,14,3,0,-5,-0.4
CCOC(=O)C(O)(c1ccc(NC(=O)NC)cc1)C(F)(F)F (configuration not stated),4,2,1,1.4,-10,13,5,-2,7,-0.4
CCOC(=O)c1c(-c2ccccc2)csc1/N=C/C1C(=O)CCCC1=O,4,-2,6,.,-16,-7,-39,.,-16,i
Cc1ccc(NC(=O)c2sc(N)nc2-c2ccc([N+](=O)[O-])cc2)cc1C,-6,6,1,0.1,-2,-9,7,-12,-7,i
O=C(NC12CC3CC(CC(C3)C1)C2)N1CCN(C(=O)c2ccco2)CC1,4,-12,-5,.,8,14,4,-4,4,i
Clc1ccc(/C(Cc2nc3ccccc3[nH]2)=N\Nc2ccccc2)cc1,4,-32,1,0.0,7,-5,4,.,3,-0.5
COCCNC(=O)CN(c1ccccc1OC)S(C)(=O)=O,-4,9,1,1.5,2,-24,5,-8,-5,i
CC(=O)Nc1cccc(-c2csc(C(O)c3ccc(F)cc3)n2)c1 (configuration not stated),5,-10,.,2.8,15,.,.,.,.,-0.6
O=C(Oc1ccc([N+](=O)[O-])cc1)c1cc(-c2ccccc2)nc2ccccc12,5,-3,-4,.,4,17,3,5,-3,-0.6
O=C(COC(=O)c1cccc(-n2cnnn2)c1)c1ccccc1,4,4,-1,0.0,-10,5,-4,-10,10,-1.9
CCCC(C)NCC(=O)Nc1ccccc1-c1ccccc1 (configuration not stated),1,3,3,.,3,-15,-1,-22,2,-0.7
O=C(NCC1COc2ccccc2O1)c1cccc(S(=O)(=O)N2CCCCC2)c1 (configuration not stated),9,10,.,1.3,5,.,5,-7,-2,1.5
